# GRK2 aptamer HTS = inhibitors of human GRK2 displacing RNA aptamer | hit rate 0.59% among 330,000 | inhibition of aptamer binding, % at 10 µM | bead flow cytometry, FAM-aptamer displacement from GRK2 | AID 488847;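 active = inhibition of aptamer binding above 40%, roughly 3 SD of noise, on plates passing a quality check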;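 also: median bead fluorescence of bound FAM aptamer so fluorescent compounds give negative values; no value below 0 was filed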
# Target sequence (P25098 whole entry, looked up): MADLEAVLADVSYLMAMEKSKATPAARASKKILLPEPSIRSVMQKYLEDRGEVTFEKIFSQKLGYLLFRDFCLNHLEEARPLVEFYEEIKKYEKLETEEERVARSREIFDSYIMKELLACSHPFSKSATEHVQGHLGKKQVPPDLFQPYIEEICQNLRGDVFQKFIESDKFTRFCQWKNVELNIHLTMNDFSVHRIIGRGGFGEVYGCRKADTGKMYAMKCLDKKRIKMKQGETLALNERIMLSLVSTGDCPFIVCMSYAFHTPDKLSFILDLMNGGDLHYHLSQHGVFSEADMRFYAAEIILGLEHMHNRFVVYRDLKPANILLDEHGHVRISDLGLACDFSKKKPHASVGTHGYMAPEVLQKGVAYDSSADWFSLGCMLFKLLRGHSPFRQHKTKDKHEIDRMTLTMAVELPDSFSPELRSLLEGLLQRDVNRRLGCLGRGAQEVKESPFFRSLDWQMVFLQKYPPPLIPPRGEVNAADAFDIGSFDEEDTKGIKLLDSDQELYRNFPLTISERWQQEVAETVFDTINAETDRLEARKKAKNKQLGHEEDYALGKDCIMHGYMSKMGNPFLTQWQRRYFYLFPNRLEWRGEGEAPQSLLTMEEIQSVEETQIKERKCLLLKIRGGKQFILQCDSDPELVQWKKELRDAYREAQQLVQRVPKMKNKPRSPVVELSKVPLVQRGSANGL
# AGP1-GFP MLPCN = modulators of TOR pathway AGP1-GFP in S. cerevisiae | S. cerevisiae AGP1-GFP multiplex flow cytometry, 3 h; GFP as percent of DMSO wells | GFP response vs DMSO, % at 10 µM | hit rate 0.02% among 320,000 | AID 2066;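 active = GFP response relative to DMSO above a set limit, near screen average plus 3 SD, cut at about 150% in these data; inconclusive = fewer than 70 cells counted for the yeast strain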;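 also: median GFP channel fluorescence of the gated AGP1 strain per well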
# CIT2 TOR yeast = yeast TOR pathway CIT2-GFP modulation. S. cerevisiae CIT2-GFP strain, flow cytometry, 3 h; 100 means same as DMSO wells. GFP response vs DMSO, % at 10 µM. hit rate 0.065% among 320,000. AID 2029;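 active = GFP response relative to DMSO above a set limit, near the screen mean plus 3 SD, cut at about 150% in these data; inconclusive = Fewer than 70 cells measured for a yeast strain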;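 also: ratio of well median GFP fluorescence to mean of DMSO wells on the plate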
# MEP2-GFP yeast = alters MEP2-GFP fluorescence in TOR pathway yeast screen | AID 2016 | S. cerevisiae MEP2-GFP strain, flow cytometry GFP, 3 h; 100% = DMSO control level | GFP response vs DMSO, % at 10 µM | hit rate 0.51% among 330,000;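 active = GFP response versus DMSO above a set limit, roughly screen mean plus 3 SD, cut at about 180% in these data; inconclusive = fewer than 70 cells counted for a yeast strain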;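 also: median GFP fluorescence of the barcode-gated MEP2-GFP cells per well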
# VLA-4 inh = inhibition in a human VLA-4 binding assay; P13612; VLA-4 expressing cells, ligand binding flow cytometry; inhibition, % (about 7 µM as worked out from the volumes in the protocol); hit rate 0.2% among 330,000; AID 2557; in the data active = inhibition above about 50%
# JMJD2C inh = inhibitors of human GASC-1 (JMJD2C) demethylase | Q9H3R0 | GST-JMJD2C(1-420) H3K9me3 demethylation, DELFIA europium | hit rate 0.069% among 330,000 | inhibition, % at 2.35 µM;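 active = more than half of a compound's replicate wells show inhibition beyond 50%, single wells judged on their own value; inconclusive = some, but no more than half, of replicates pass 50% inhibition; inactive = no replicate passes 50% inhibition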;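 also: signal counts dimethyl H3K9 product captured on neutravidin plate; 0% = median of DMSO wells and 100% = 0.3 times that DMSO median; strong numbers were not always called active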
# LAP4 TOR yeast = yeast TOR pathway LAP4-GFP modulation; S. cerevisiae LAP4-GFP multiplex, flow cytometry GFP, 3 h; median GFP as percent of DMSO wells; GFP response vs DMSO, % at 10 µM; hit rate 0.34% among 320,000;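 active = GFP response vs DMSO above a set limit, about the screen mean plus 3 SD, cut at about 150% in these data; inconclusive = under 70 cell events counted for the yeast strain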
# RPL19A-GFP yeast = modulators of TOR pathway RPL19A-GFP in S. cerevisiae; percent response vs DMSO, % at 10 µM; AID 2025; hit rate 0.3% among 330,000; S. cerevisiae RPL19A-GFP strain, flow cytometry, 3 h; hits give low values;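 active = percent response vs DMSO below 50%; inconclusive = fewer than 70 events counted for the yeast strain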;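 also: median channel GFP fluorescence of the barcoded RPL19A-GFP strain; ratio of sample median GFP to plate DMSO average so 100% = DMSO; lower means less RPL19A-GFP as with rapamycin TOR inhibition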
# Active calls of the source: *; ? = inconclusive; . = no result given.
Molecule	GRK2 aptamer HTS	AGP1-GFP MLPCN	CIT2 TOR yeast	MEP2-GFP yeast	VLA-4 inh	JMJD2C inh	LAP4 TOR yeast	RPL19A-GFP yeast
C=CCNC(=O)/C(=C/c1ccc(Br)cc1)NC(=O)c1ccccc1OC	1	102	95	94	9	-7	99	95
COc1cc(OC)nc(NC(=O)CN2CCN(c3ccc(F)cc3)CC2)n1	0	106	117	106	-4	0	100	107
Cc1ccc(NS(=O)(=O)c2c(C(=O)N3CCCC3)c(C)n(C)c2C)cc1	0	101	99	95	3	14	96	102
CCN(CC(=O)NC(C)(C)C)C(=O)CN1c2cccc3cccc(c23)S1(=O)=O	0	108	112	116	9	-6	104	110
CCOc1ccccc1C(=O)NCCNC(=O)c1ccccc1OCC	.	109	103	101	26	2	109	104
N#C/C(=C\C1CC2C=CC1C2)c1nc2ccccc2[nH]1 (stereo not drawn)	0	106	106	107	7	-24	101	105
CCOCCCNC(=O)/C(C#N)=C/c1ccc(C)o1	3	80	78	84	0	0	90	89
Cc1ccc(S(=O)(=O)N2CCC(=O)N(C(COCc3ccc(C(F)(F)F)cc3)Cc3ccccc3)CC2)cc1 (stereo not drawn)	3	90	125	95	-13	0	138	101
CCOC(=O)N1CCN(C(=O)CSc2nc3c(cnn3-c3ccccc3)c(=O)[nH]2)CC1	0	106	118	98	-10	0	111	99
CC(C)(C)NC(=O)CSc1nc(N)c(-c2ccccc2)c(=O)[nH]1	0	103	87	98	-5	-3	99	104
Oc1ccc(NCc2cccs2)cc1	2	98	98	102	6	14	90	97
O=C1CC(/C=C/c2ccco2)=Nc2ccccc2N1	3	111	109	104	10	1	103	103
Cc1cccc(C(=O)NC(=S)N2CCN(c3ccc([N+](=O)[O-])cc3)CC2)c1	1	105	108	113	16	-3	103	101
N#CCSc1nnc(-c2ccccc2O)n1CCc1ccccc1	0	105	106	111	6	2	103	98
C/C(CC(=O)Nc1ccc(Cl)cc1)=N\NC(=O)C(=O)NCCO	4	98	83	100	0	4	96	98
Cc1cccc(NC(=O)CCOc2ccccc2)c1	2	92	95	100	-4	8	97	.
CCC(C)N(C(=O)CSc1nnc(COc2ccccc2F)n1N)C1CCS(=O)(=O)C1 (stereo not drawn)	0	105	102	102	9	2	102	97
COC(=O)c1cc(NC(=O)c2cc3ccccc3o2)cc(C(=O)OC)c1	2	93	104	108	6	-17	100	105
O=C(NN1C(=O)NC2(CCCCC2)C1=O)c1ccc(Cl)c(Cl)c1	1	91	81	97	7	8	91	91
Cc1ccc(C(=O)Nc2ccnc(-c3cccnc3)n2)cc1	2	95	109	101	-31	7	107	108

# The final 2 entries of the part before open the next one:
Molecule	GRK2 aptamer HTS	AGP1-GFP MLPCN	CIT2 TOR yeast	MEP2-GFP yeast	VLA-4 inh	JMJD2C inh	LAP4 TOR yeast	RPL19A-GFP yeast
O=C(NN1C(=O)NC2(CCCCC2)C1=O)c1ccc(Cl)c(Cl)c1	1	91	81	97	7	8	91	91
Cc1ccc(C(=O)Nc2ccnc(-c3cccnc3)n2)cc1	2	95	109	101	-31	7	107	108
O=C(N1CCOCC1)C12CC3CC(C1)CC(n1cnc(Cl)n1)(C3)C2	0	96	102	109	2	9	91	102
O=P(O)(O)c1ccccc1OCCOCCOc1ccccc1P(=O)(O)O	0	104	103	103	0	0	105	103
CCCCN(C(=O)CSc1nnnn1C)c1c(N)n(Cc2ccccc2)c(=O)[nH]c1=O	0	106	99	104	6	0	112	100
CCCCc1cc(=O)oc2cc(OS(C)(=O)=O)ccc12	1	90	84	91	9	12	102	93
CN(C)S(=O)(=O)c1cccc(NC(=O)Cc2ccc(-c3ccccc3)cc2)c1	2	95	99	102	3	-1	86	104
COc1ccc(C(=O)COC(=O)C(C)N2C(=O)C3C4CCC(C4)C3C2=O)cc1 (stereo not drawn)	6	97	100	104	11	24	105	101
O=C(/C=C/c1ccc(F)cc1)N1CC[C@@]2(O)CCCC[C@H]2C1	0	108	110	105	-10	2	108	102
Fc1ccccc1CNCCC(Cc1ccccc1)c1ccc2c(c1)OCO2 (stereo not drawn)	0	102	102	102	8	1	95	103
Cc1cc(/C=C2\NC(=S)N(C)C2=O)ccc1N1CCCC1	0	104	111	119	-204	-3	113	107
Cc1cnccc1NC(=O)c1cccs1	0	106	105	110	-4	8	94	107
CCOC(=O)COc1ccc(S(=O)(=O)NCC2CCCO2)cc1 (stereo not drawn)	0	107	105	107	7	3	101	104
CCCCCCn1cnc2c(c1=O)c1nc3ccccc3nc1n2Cc1cccs1	26	95	96	99	-3	2	97	97
CCOC(=O)NC1CCS(=O)(=O)C1 (stereo not drawn)	2	105	103	99	8	10	101	102
Cc1ccc(-c2n[nH]c(=S)n2/N=C/C=C\c2ccccc2[N+](=O)[O-])cc1	5	97	101	104	11	4	97	97
CC1CC(C)CN(C(C)C(=O)Nc2cc(S(=O)(=O)N3CCCCC3)ccc2Cl)C1 (stereo not drawn)	2	101	93	96	5	4	97	96
CCOC(=O)c1nn(-c2ccccc2)c(C#N)c1NC(=O)c1nn(CC)cc1Br	0	95	92	95	2	-2	99	93
Cc1cccc(NC(=S)N2CCN(c3cc(C)ccc3C)CC2)c1	0	101	118	107	26	1	87	110
COC(=O)NCCc1cc(OC)c(OC)cc1S(=O)(=O)N1CC(=O)Nc2ccccc21	4	101	104	110	16	10	97	105
O=C1C2C(C(=O)N1/N=C/c1cc([N+](=O)[O-])c(O)cc1O)C1C=CC2C12CC2 (stereo not drawn)	27	106	83	122	-26	-2	112	93
Cc1ccc(-c2nc(NC(=O)CSc3cc(C)c4ccccc4n3)ns2)cc1	2	103	102	101	-16	0	99	97

# A different layout for some results above.
Cc1cccc(NC(=S)N2CCN(c3cc(C)ccc3C)CC2)c1
  GRK2 aptamer HTS: 0
  AGP1-GFP MLPCN: 101
  CIT2 TOR yeast: 118
  MEP2-GFP yeast: 107
  VLA-4 inh: 26
  JMJD2C inh: 1
  LAP4 TOR yeast: 87
  RPL19A-GFP yeast: 110

COC(=O)NCCc1cc(OC)c(OC)cc1S(=O)(=O)N1CC(=O)Nc2ccccc21
  GRK2 aptamer HTS: 4
  AGP1-GFP MLPCN: 101
  CIT2 TOR yeast: 104
  MEP2-GFP yeast: 110
  VLA-4 inh: 16
  JMJD2C inh: 10
  LAP4 TOR yeast: 97
  RPL19A-GFP yeast: 105

O=C1C2C(C(=O)N1/N=C/c1cc([N+](=O)[O-])c(O)cc1O)C1C=CC2C12CC2 (stereo not drawn)
  GRK2 aptamer HTS: 27
  AGP1-GFP MLPCN: 106
  CIT2 TOR yeast: 83
  MEP2-GFP yeast: 122
  VLA-4 inh: -26
  JMJD2C inh: -2
  LAP4 TOR yeast: 112
  RPL19A-GFP yeast: 93

# The results go on:
Molecule	GRK2 aptamer HTS	AGP1-GFP MLPCN	CIT2 TOR yeast	MEP2-GFP yeast	VLA-4 inh	JMJD2C inh	LAP4 TOR yeast	RPL19A-GFP yeast
CCn1c(SCC(=O)NC(=O)c2ccccc2OC)nc2ccccc21	1	102	99	95	-2	-11	98	97
COc1cccc(C=O)c1OCCN1C(=O)c2ccccc2C1=O	0	93	99	101	-4	2	92	100
C=CCNC(=O)COc1c(C)ccc(C)c1C	0	102	100	95	9	1	94	98
CNC(=S)N=Nc1c(O)[nH]c2ccccc12	0	88	97	95	-1	-2	94	97
COc1ccc(N2CCN(C(=O)CN3CCN(C(c4ccccc4)c4ccccc4)CC3)CC2)cc1	0	105	112	103	0	0	98	106
COc1ccc(NC2CC(=O)N(c3cccc(C)c3)C2=O)cc1 (stereo not drawn)	2	98	101	102	9	2	111	102
CCOc1ccc(C(=O)Nc2ccc3c(c2)C(=O)NC3=O)cc1	0	95	101	101	-17	-19	95	96
Nc1ccccc1C(=O)NC1CCCCNC1=O (stereo not drawn)	0	89	90	94	7	.	92	93
Cc1cccc(C)c1NC(=O)C1(N(C(=O)c2ccccn2)c2ccc(O)cc2)CCCCC1	3	97	87	90	2	-16	100	93
Cc1cc(NS(=O)(=O)c2ccc(NC(=O)C(c3ccccc3)c3ccccc3)cc2)no1	1	30	98	118	1	3	104	98
COc1ccc(NC(=O)COC(=O)CCCOc2ccc(Cl)cc2Cl)cc1Cl	3	93	95	92	7	-7	96	106
COc1ccc(Cl)cc1C(=O)Nc1ccc(N(C)C(C)=O)cc1	0	32	110	105	-6	-3	98	95
O=C(CN(C(=O)c1nsc(Cl)c1Cl)c1cccc(F)c1)NC1CCCC1	1	101	97	104	5	-3	96	100
Cc1nn(-c2cc(N3CCCCC3)ccc2[N+](=O)[O-])c(=O)c2ccccc12	0	105	105	112	0	?	100	101
COc1ccc(-c2ccc(SCc3ccccn3)nn2)cc1OC	0	90	96	103	-4	-10	101	94
COc1ccc(-c2noc(CN(C(=O)c3ccc4c(c3)OCO4)C(C)C)n2)cc1OC	0	115	99	99	6	4	105	103
O=[N+]([O-])c1cccc(/C=C/c2nc3ccc([N+](=O)[O-])cc3[nH]2)c1	5	60	108	106	14	16	99	98
COc1ccc(COC(=O)Nc2c(SC)nsc2SC)cc1	0	95	88	98	6	5	114	92
NNC(=S)NC1CCCCCCCCCCC1	1	117	113	111	-3	2	133	107
Oc1ccccc1/C=N/Nc1nn[nH]n1	1	107	104	104	-2	6	98	111
CC(C)(C)NC(=O)COC(=O)c1cncc(Br)c1	2	100	99	94	8	-3	98	96
Cc1ccc(-c2nn(CC(=O)N3CCOCC3)c(=O)c3ccccc23)cc1S(=O)(=O)N(C)C	0	106	103	92	9	1	101	98
Cc1cccc(NC(=O)Cn2nc(-c3cccs3)ccc2=O)c1C	1	104	106	99	4	4	103	101
O=C1Nc2cc(C(=O)NCCCN3CCCC3)ccc2S/C1=C\c1ccccc1	0	102	102	98	15	21	97	102
Cc1cc(C)c2ccc(N)nc2c1O	6	.	104	101	9	2	103	98
COc1ccc(C)cc1N/C(N)=N/c1nc(C)cc(C)n1	0	109	106	109	-3	-1	102	103
Nn1c(SCC(=O)NC2CCS(=O)(=O)C2)nnc1-c1ccco1 (stereo not drawn)	0	98	100	97	9	9	101	95
O=C(COC(=O)c1ccccc1NCCO)NNC(=O)c1cccs1	6	104	114	99	12	4	98	99

# Copied from the listing for reference:
Molecule	GRK2 aptamer HTS	AGP1-GFP MLPCN	CIT2 TOR yeast	MEP2-GFP yeast	VLA-4 inh	JMJD2C inh	LAP4 TOR yeast	RPL19A-GFP yeast
CC(C)(C)NC(=O)COC(=O)c1cncc(Br)c1	2	100	99	94	8	-3	98	96
Cc1ccc(-c2nn(CC(=O)N3CCOCC3)c(=O)c3ccccc23)cc1S(=O)(=O)N(C)C	0	106	103	92	9	1	101	98
Cc1cccc(NC(=O)Cn2nc(-c3cccs3)ccc2=O)c1C	1	104	106	99	4	4	103	101
O=C1Nc2cc(C(=O)NCCCN3CCCC3)ccc2S/C1=C\c1ccccc1	0	102	102	98	15	21	97	102

# Assay outcomes (PubChem)
